# BRCA1 expr act = increases BRCA1 expression | MCF7-BRCA1-FFLuc reporter, luminescence, 48 h; response scale: scaled: vehicle 0%, 10 µM genistein 100% | Potency, µM (doses to about 46.1 µM), inactives show top-dose activation, usual class: activators | 380,000 compounds, 1.1% hits; also: potency is read from the fitted curve at half-maximal effect; nearly all actives have a fitted effect of over 80% in size; some results filed as inactive show a strong effect at the top dose
#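 First, MCF7-BRCA1-FFLuc cells (2000/well) attach for 2 h; next, compounds are pin-added and incubated 48 h at 37 °C; finally, luciferase reagent is added and luminescence read after 15 min.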
# Eya2 inh = blocks the phosphatase activity of human Eya2; O00167; recombinant Eya2, OMFP fluorescence dephosphorylation (OMFP is methylfluorescein phosphate); Potency, µM (series often up to 76.9 µM), for inactives: top-dose activity, negative = inhibition, hits mostly inhibitors; 330,000 compounds, 0.006% hits; also: potency is read from the fitted curve at half-maximal effect; % is scaled to controls: 0 for no effect and ±100 for the full control effect
#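 Eya2 (0.2 uM) preincubated 10 min at ambient with compound, then OMFP substrate added at 50 uM; 10 min reaction in 50 mM HEPES pH 7.5, 50 mM NaCl, 5 uM MgCl2, 0.05% BSA, 1 mM DTT. Fluorescence read at Ex 485/Em 525 nm.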
# TRPV1 agonist = human TRPV1 agonism | Q8NER1 | TRPV1-expressing cells, Fluo-8 calcium influx, agonist mode | activation, % at 8.33 µM | 320,000 compounds, 0.19% hits | AID 540275; in the data active = activation above about 80%; inconclusive = between about 30% and that limit; also: 0% is about no effect
#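 Fluo-8 calcium influx in TRPV1-expressing cells, kinetic read (ex 480/em 520 nm). Compound added and read 3 min for agonist activity, followed by capsaicin at EC20 final and 2 min further read for enhancement.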
# B2AR arrestin = beta2AR (human) beta-arrestin recruitment activity. AID 492947. P07550. 330,000 compounds, 0.02% hits. Potency, µM (highest dose often 46.1 µM), inactives show at the highest dose activation, usual class: activators. beta-arrestin recruitment to beta2AR, cell-based reporter;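 also: potency is read from the fitted curve at half-maximal effect; 0% = DMSO controls and full agonism = EC100 isoproterenol or metaproterenol; nearly all actives have a fitted effect of over 65% in size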
# Target sequence (P07550 whole entry, looked up): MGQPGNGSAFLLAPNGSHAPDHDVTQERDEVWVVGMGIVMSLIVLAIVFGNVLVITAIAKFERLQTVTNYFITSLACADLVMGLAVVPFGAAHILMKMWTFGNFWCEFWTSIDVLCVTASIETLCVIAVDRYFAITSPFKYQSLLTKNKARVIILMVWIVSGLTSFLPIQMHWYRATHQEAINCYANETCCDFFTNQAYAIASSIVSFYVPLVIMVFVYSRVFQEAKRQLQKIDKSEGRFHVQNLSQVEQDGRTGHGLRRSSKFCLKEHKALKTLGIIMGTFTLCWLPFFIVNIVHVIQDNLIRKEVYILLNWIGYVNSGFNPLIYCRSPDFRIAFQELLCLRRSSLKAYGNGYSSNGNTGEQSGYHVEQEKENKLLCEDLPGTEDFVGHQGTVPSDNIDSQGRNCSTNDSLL
# a7 integrin act = activates integrin-mediated alleviation for muscular dystrophy. Potency, µM (titrated, usually from 38.3 µM), without a hit: at the highest dose activation, most hits filed as activators. AID 624291. 350,000 compounds, 0.064% hits. alpha7betagal myoblasts, beta-gal FDG fluorescence, 48 h;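 also: potency is read from the fitted curve at half-maximal effect; 100% = response of the positive control SU9516; nearly all actives have a fitted effect of over 60% in size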
#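 Alpha7betagal+/- myoblasts (passage 13) were plated 16-24 hr, then exposed to compounds (1:260 dilution of DMSO stock) for 48 hours at 37C. After MPER lysis, β-galactosidase reporter activity was read as FDG fluorescence (ex 480/em 540) after 30 minutes.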
# PTAP TSG101 blk = blocks PTAP/TSG101 interaction to inhibit HIV-1 budding; Fluorescence polarization, FITC-PTAP peptide / Tsg101 binding; Potency, µM (doses to about 115 µM), without a hit: top-dose activity change, negative = inhibition, actives largely listed as inhibitors; 340,000 tested, under 10 active; active = well fitted inhibition curve with a large enough effect in the main read-out, with a control signal flat, not every such curve was filed as active; inconclusive = small, poorly fitted or top-dose-only effect, or effect the other way, or a change in a side signal; inactive = no such curve, though single readings can be large or run the other way; also: potency is read from the fitted curve at half-maximal effect; % of control where 0% means no effect
#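 FP read-out: FITC-PTAP peptide, 50 nM final, binding Tsg101 binding domain, 10 uM final; 20 min, r.t.; 10 mM HEPES pH 7.5, 0.15 M NaCl, 0.01% Tween 20, 3 mM EDTA, 0.1 mM TCEP.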
# ELG1 genotoxic = genotoxicity induction in ELG1-luciferase HEK293T cells. HEK293T ELG1-luciferase reporter, luminescence, 16 h. Potency, µM (doses to about 46 µM), for the others: at the highest dose activity change, positive = activation, actives largely listed as activators. 330,000 compounds, 1.3% hits; also: potency is read from the fitted curve at half-maximal effect; % of control where 0% means no effect; nearly all actives have a fitted effect of over 60% in size
#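 Luminescence read-out: rising ELG1-luciferase signal, reflecting elevated ELG1 protein under genetic stress, flags genotoxic compounds. Cells were treated for 16 hr at 37 °C before ONE-Glo detection.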
# uPA generation = cell surface uPA generation inhibition; cell surface uPA generation assay, qHTS; Potency, µM (top dose mostly 38.3 µM), inactives show top-dose activity change, negative = inhibition, most hits filed as inhibitors; 330,000 compounds, 0.31% hits; AID 540303; active = well fitted inhibition curve with a large enough effect; inconclusive = small, poorly fitted or top-dose-only effect; inactive = no such curve, though single readings can be large or run the other way; tested in mouse RAW 264.7 cells; also: potency is read from the fitted curve at half-maximal effect; % is scaled to controls: 0 for no effect and ±100 for the full control effect; nearly all actives have a fitted effect of over 55% in size
# USP2a block = inhibitors of human ubiquitin-specific protease USP2a; O75604; Potency, µM (series often up to 38.3 µM), for inactives: top-dose activity change, negative = inhibition, hits mostly inhibitors; 330,000 compounds, 0.01% hits; USP2 core, Ub-CHOP2 coupled fluorogenic reporter, 485/531; AID 463254;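 also: potency is read from the fitted curve at half-maximal effect; plate controls were DMSO wells for no effect and full inhibition by NEM control for full effect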
# Target sequence (O75604 whole entry, looked up): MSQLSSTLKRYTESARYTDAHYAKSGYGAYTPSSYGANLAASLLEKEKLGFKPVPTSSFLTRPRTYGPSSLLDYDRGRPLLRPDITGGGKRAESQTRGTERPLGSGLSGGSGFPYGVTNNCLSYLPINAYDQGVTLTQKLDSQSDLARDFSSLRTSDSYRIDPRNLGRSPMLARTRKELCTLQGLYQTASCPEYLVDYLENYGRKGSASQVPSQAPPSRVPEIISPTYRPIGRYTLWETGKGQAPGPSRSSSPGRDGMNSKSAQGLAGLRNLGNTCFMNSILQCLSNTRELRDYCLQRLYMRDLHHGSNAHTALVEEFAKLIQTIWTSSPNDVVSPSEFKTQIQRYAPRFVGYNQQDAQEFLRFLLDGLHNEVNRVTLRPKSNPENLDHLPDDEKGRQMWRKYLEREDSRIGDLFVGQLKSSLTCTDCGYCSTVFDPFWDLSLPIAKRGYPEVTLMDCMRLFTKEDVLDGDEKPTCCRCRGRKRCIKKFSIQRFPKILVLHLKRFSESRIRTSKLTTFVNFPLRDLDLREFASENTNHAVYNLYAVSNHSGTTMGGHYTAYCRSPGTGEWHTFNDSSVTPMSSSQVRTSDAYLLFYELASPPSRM
#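 USP2 core (10nM final) preincubated 30min RT with compound in 20mM Tris-HCl pH 8.0, 2mM CaCl2, 2mM beta-mercaptoethanol, 0.05% CHAPS; 25nM Ub-CHOP2 plus 25nM reporter substrate added, fluorescence (Ex485/Em531) read after 60min.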
# p53 reactivator = mutant p53 re-activation in reporter cells; Potency, µM (top dose mostly 92.2 µM), without a hit: at the top dose activity change, positive = activation, most hits filed as activators; H1299 p53-A138V BP100-luciferase reporter, luminescence, 24 h; AID 504706; 320,000 compounds, 0.063% hits; also: potency is read from the fitted curve at half-maximal effect; % of control where 0% means no effect; nearly all actives have a fitted effect of over 45% in size
#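 H1299 (p53-null), stable ts p53-A138V + BP100-Luc; 1000 cells/well, Opti-MEM/10% FBS; cpd 4 pt, 1:5; 24 h, 37 deg C, 5% CO2; detection reagent 10 min RT; luminescence.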
# S-ASM inh = blocks human secretory acid sphingomyelinase | placental ASM, HMU-PC fluorogenic substrate, 60 min | AID 504937 | 340,000 compounds, 0.006% hits | P17405 | Potency, µM (series often up to 57.5 µM), inactives show top-dose activity change, negative = inhibition, hits mostly inhibitors; also: potency is read from the fitted curve at half-maximal effect
#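 HMU-PC0 cleavage (9 uM final) by human placental ASM, 60 min at 37 °C following 10 min compound exposure at RT; stopped at pH 10, fluorescence Ex 386/Em 447 nm.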
# Numbers without * were called inactive; ? = inconclusive; / = not tested or not shown; [ ] = remark or other dose. Unless noted, calls follow the shape of the dose curve; as a rule, active = well fitted curve in the direction sought with a large enough effect; inconclusive = small, poorly fitted or top-dose-only effect, or another doubt; inactive = no such curve, though single readings can be large; an effect the other way counts as inactive or inconclusive.
# The line under a structure holds: BRCA1 expr act, Eya2 inh, TRPV1 agonist, B2AR arrestin, a7 integrin act, PTAP TSG101 blk, ELG1 genotoxic, uPA generation, USP2a block, p53 reactivator, S-ASM inh
> Cc1oc(-c2nc3ccccc3n2C)cc1C(=O)c1ccccc1
    ?, 2%, ?, 0.4%, -20%, -10%, 1.8µM*, -6%, 1%, 10µM*, -2%
> CCOC(=O)C(=O)c1c(-c2ccc(C)cc2)nc2ccccn12
    -21%, -6%, ?, 0.1%, 7%, -3%, -4%, 5%, -1%, 15%, -4%
> C=CCC1c2cccc(C(=O)O)c2C(=O)N1c1ccc(Cl)cc1 (centres undefined)
    -34%, 14%, 1, -0.1%, 9%, 0%, -4%, 6%, 3%, -2%, -2%
> Cc1onc(-c2ccccc2)c1C(=O)OCC(=O)NC(=O)c1ccccc1
    -23%, 20%, 17, -0.3%, -6%, -1%, 3%, 6%, -1%, -3%, -3%
> CCOCc1nnc(NC(=O)CS(=O)(=O)c2ccc(C)cc2)s1
    -10%, 11%, -3, 0.1%, 0%, -3%, 0%, -1%, 1%, 1%, 2%
> CS(=O)(=O)N(CC(=O)NC1CCCC1)Cc1ccc(F)cc1
    0%, 0%, 0, -0.4%, -5%, -10%, -2%, 1%, 2%, 3%, 4%
> O=C1CC[C@@H]2CC(N3CCN(c4ccccc4)CC3)C[C@@H]3CCN1[C@H]23 (some centres undefined)
    2%, /, /, /, -19%, -2%, /, 4%, /, /, 3%
> O=C(N/N=C\c1cn[nH]c1-c1ccccc1)c1cccs1
    0%, -2%, -3, 0.1%, 1%, 1%, 13%, 1%, -6%, 25%, -2%
> C[C@H]1CN([C@@H](C)CO)C(=O)Cc2cc(NC(=O)CCC(F)(F)F)ccc2O[C@H]1CN(C)Cc1ccc(C(F)(F)F)cc1
    -68%, -6%, /, 0.3%, -16%, -10%, -10%, -14%, -5%, 10%, -5%
> CC(NS(=O)(=O)c1ccc2c(c1)C(C)(C)C(=O)N2C)c1ccccc1 (centres undefined)
    10%, 3%, 4, -0.1%, -14%, -3%, 8%, -1%, 1%, /, 3%
> Cc1ccc2c(c1)c(C)c(C)n2CC(O)Cn1nc(C)c(Br)c1C (centres undefined)
    -75%, 0%, 2, -1.1%, -5%, -10%, 0%, 6%, 2%, -2%, -21%
> CCOc1ccccc1CNC(=O)CCCn1ccc2cc(S(=O)(=O)N3CCCC3)ccc21
    -29%, 1%, 2, 0.2%, -51%[inhibitor], 2%, -11%, -9%, -1%, 4%, 1%
> COc1ccc(OC)c(C2=NOC(C(=O)NCc3cccs3)C2)c1 (centres undefined)
    -12%, -9%, 0, -0.7%, -38%, 0%, -3%, ?, -5%, -2%, -2%
> Cc1ccc(N(CC(=O)NCc2ccco2)C(=O)CNS(=O)(=O)c2ccc(F)cc2)c(C)c1
    -20%, 0%, 2, -0.1%, -1%, -1%, 1%, -10%, 0%, -12%, 4%
> CCC(C)NC(=O)Nc1ccc(Br)cc1Cl (centres undefined)
    26%, -2%, 20, -0.5%, 11%, 0%, 0%, -6%, 0%, 2%, 7%
> CCn1c(SCC(=O)c2ccc(Br)cc2)nnc1C(C)NC(=O)Cc1ccc(OC)cc1 (centres undefined)
    -3%, -3%, -7, -1.5%, -11%, -3%, 0%, /, 2%, 0%, 3%
> COc1ccc(NS(=O)(=O)c2ccc(SC)cc2)c(OC)c1
    -42%, -2%, 5, -0.1%, 10%, -5%, -4%, /, -2%, 2%, 2%
> Cc1coc2cc3oc(=O)c(CCC(=O)N4C[C@H]5C[C@@H](C4)c4cccc(=O)n4C5)c(C)c3cc12
    7%, -7%, -5, -0.1%, -4%, -1%, 8%, -3%, 0%, /, 20%
> COc1ccc(C)cc1NC(=O)Nn1cnnc1
    6%, -2%, 0, -0.2%, ?, -16%, 2%, -3%, 0%, -4%, -1%
> Cc1[nH]c2ccccc2c1C(=O)CSc1ccccn1
    33%, -3%, 2, -0.7%, 26%, -3%, 8%, 3%, 0%, 6%, -2%
> CCOC(=O)c1ccccc1-n1nnnc1C
    -13%, -14%, -3, 0.2%, ?, 1%, 0%, 3%, -4%, 2%, -5%
> COc1ccc2nc(NC(=O)c3ccc([N+](=O)[O-])o3)sc2c1
    -87%, 9%, ?, 0.3%, -56%[inhibitor], -3%, 21%, -7%, 3%, /, -2%
> Cc1c(Br)c([N+](=O)[O-])nn1CC(=O)Nc1ccc2nc3n(c(=O)c2c1)CCCC3
    -15%, 5%, 2, -0.5%, -6%, 2%, -8%, 6%, 4%, -5%, -7%
> Cc1cccc(NC(=O)CSc2nnc(CSc3nc(C)cc(C)n3)n2Cc2ccco2)c1
    -12%, -4%, -5, -0.8%, -11%, -6%, -15%, 1%, 2%, -4%, 3%
> COc1cccc(/C=N/Nc2nc(-c3cccnc3)nc3ccccc23)c1
    3%, -3%, 12, 14%, -10%, 22%, 4%, ?, 2%, -4%, 129%[activator]
> CCC1CCCCN1C(=O)c1noc(C(C)C)c1[N+](=O)[O-] (centres undefined)
    -7%, 0%, 3, -0.3%, -33%, 1%, -2%, -4%, 6%, 26%, /
> CSCCC(/C(O)=C(\C#N)c1nc2ccccc2[nH]1)N1C(=O)c2ccccc2C1=O (centres undefined)
    -9%, 5%, 27, -0.5%, 15%, -3%, -3%, -2%, -2%, -27%, -11%
> O=C(Nc1nnc(-c2ccc3c(c2)OCCO3)o1)C1CCCCC1
    63%, 15%, 8, -0.9%, -2%, -1%, ?, 1%, 0%, 4%, -1%
> C#CCOCCOCCOCCNc1nc(N2CCN(C(=O)[C@H](CCCCN)n3cc([C@@H](N)C(C)CC)nn3)CC2)nc(N2CCN(C(=O)[C@H](Cc3ccc(O)cc3)n3cc([C@@H](N)CC(C)C)nn3)CC2)n1 (some centres undefined)
    0%, 6%, 4, -0.1%, -14%, /, 5%, -4%, -1%, -3%, 1%
> O=C(CCN1C(=O)c2ccccc2S1(=O)=O)N1CCN(c2cccc(Cl)c2)CC1
    -11%, 4%, 4, -0.3%, -16%, 0%, -5%, 3%, 0%, -5%, -1%

# Full records from above. Values in the order: BRCA1 expr act | Eya2 inh | TRPV1 agonist | B2AR arrestin | a7 integrin act | PTAP TSG101 blk | ELG1 genotoxic | uPA generation | USP2a block | p53 reactivator | S-ASM inh
# Cc1oc(-c2nc3ccccc3n2C)cc1C(=O)c1ccccc1 is listed as ? | 2% | ? | 0.4% | -20% | -10% | 1.8µM* | -6% | 1% | 10µM* | -2%
# Cc1onc(-c2ccccc2)c1C(=O)OCC(=O)NC(=O)c1ccccc1 is listed as -23% | 20% | 17 | -0.3% | -6% | -1% | 3% | 6% | -1% | -3% | -3%
# COc1ccc(NS(=O)(=O)c2ccc(SC)cc2)c(OC)c1 is listed as -42% | -2% | 5 | -0.1% | 10% | -5% | -4% | / | -2% | 2% | 2%

# (listing goes on)
Compound	BRCA1 expr act	Eya2 inh	TRPV1 agonist	B2AR arrestin	a7 integrin act	PTAP TSG101 blk	ELG1 genotoxic	uPA generation	USP2a block	p53 reactivator	S-ASM inh
COCCCN1C(=O)C(=O)/C(=C(/O)c2ccc(S(=O)(=O)N3CCCCC3)cc2)C1c1ccc(OC)cc1 (centres undefined)	15%	3%	2	-0.2%	0%	-4%	-1%	4%	0%	10%	-2%
O=C(CNS(=O)(=O)c1ccc(F)cc1)N1CCCC1	0%	/	/	/	-23%	-2%	/	2%	/	/	0%
Cn1c(SCC(=O)NCc2ccccc2)nc2c([nH]c3ccccc32)c1=O	/	2%	-1	-0.2%	/	/	16%	/	2%	-1%	/
CCOCCCN1C(=O)CN(C2CCCCC2)C(=O)C1c1ccc(OC)c(OC)c1 (centres undefined)	2%	-8%	-1	0.3%	0%	0%	1%	/	2%	-17%	0%
CCC1(CC)Cc2ccccc2C(N)=C1C#N	-16%	-3%	10	-0.3%	15%	-2%	3%	11%	0%	-3%	-3%
COc1ccc(-c2c3c(=O)n(C)c(=O)n(C)c3cn2-c2ccccc2O)cc1	-27%	-6%	26	-0.2%	-45%[inhibitor]	0%	7%	-4%	-1%	-5%	-4%
